From PubChem BioAssay
CXCR6 block: CXCR6 (human) receptor inhibition; CHO-K1 PathHunter CXCR6 beta-arrestin, luminescence; inhibition, % at 20 µM; hit rate 0.36% among 360,000; in the data active = inhibition above about 34%, passing the limit was not always enough;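 also: antagonist mode with CXCL16 agonist at 10 nM final; 0% = 10 nM CXCL16 with DMSO and 100% = unstimulated wells without agonist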
Target sequence (O00574 whole entry, looked up): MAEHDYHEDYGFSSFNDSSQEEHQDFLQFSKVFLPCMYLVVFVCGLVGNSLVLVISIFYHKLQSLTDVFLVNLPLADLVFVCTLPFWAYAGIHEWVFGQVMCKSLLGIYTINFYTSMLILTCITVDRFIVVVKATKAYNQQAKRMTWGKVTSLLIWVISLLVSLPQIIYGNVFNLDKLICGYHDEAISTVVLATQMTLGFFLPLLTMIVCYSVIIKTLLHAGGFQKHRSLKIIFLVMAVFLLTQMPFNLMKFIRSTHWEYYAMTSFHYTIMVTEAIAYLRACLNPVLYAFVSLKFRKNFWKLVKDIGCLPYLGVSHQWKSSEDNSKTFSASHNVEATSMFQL
CCR6 antag: blocks CCL20-driven beta-arrestin recruitment at human CCR6; inhibition, % at 20 µM; CHO-K1 CCR6 PathHunter beta-arrestin, luminescence, CCL20-stimulated; hit rate 0.49% among 340,000;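 active = compounds whose inhibition of the agonist-driven luminescence signal at 20 µM reaches about 50%, limit read from the data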;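 also: cells stimulated with CCL20 at 14 nM final; plate controls were DMSO with CCL20 for no effect and DMSO without agonist for full effect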
Target sequence (P51684 whole entry, looked up): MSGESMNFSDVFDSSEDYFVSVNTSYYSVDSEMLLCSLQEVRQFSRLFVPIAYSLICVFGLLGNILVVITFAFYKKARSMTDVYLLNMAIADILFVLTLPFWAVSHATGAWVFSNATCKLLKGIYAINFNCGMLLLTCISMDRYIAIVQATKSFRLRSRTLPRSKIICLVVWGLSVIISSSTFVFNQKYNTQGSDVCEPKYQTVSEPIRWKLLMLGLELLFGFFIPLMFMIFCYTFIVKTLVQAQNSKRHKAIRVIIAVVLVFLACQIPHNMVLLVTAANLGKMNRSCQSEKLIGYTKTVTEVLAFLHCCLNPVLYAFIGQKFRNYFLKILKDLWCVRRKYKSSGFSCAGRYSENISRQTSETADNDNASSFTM
EBI2 antag: antagonists of human EBI2 receptor; P32249; EBI2 beta-arrestin recruitment, luminescence, 7a,25-OHC stimulated; inhibition, % at 5 µM; hit rate 0.81% among 360,000; AID 651636; in the data active = inhibition above about 38%;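 also: enzyme fragment complementation signal reports receptor beta-arrestin coupling in cells; 0% = agonist plus DMSO wells and 100% = wells without agonist; some results beyond the cut were filed as inactive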
Target sequence (P32249 whole entry, looked up, the tested form may be a part): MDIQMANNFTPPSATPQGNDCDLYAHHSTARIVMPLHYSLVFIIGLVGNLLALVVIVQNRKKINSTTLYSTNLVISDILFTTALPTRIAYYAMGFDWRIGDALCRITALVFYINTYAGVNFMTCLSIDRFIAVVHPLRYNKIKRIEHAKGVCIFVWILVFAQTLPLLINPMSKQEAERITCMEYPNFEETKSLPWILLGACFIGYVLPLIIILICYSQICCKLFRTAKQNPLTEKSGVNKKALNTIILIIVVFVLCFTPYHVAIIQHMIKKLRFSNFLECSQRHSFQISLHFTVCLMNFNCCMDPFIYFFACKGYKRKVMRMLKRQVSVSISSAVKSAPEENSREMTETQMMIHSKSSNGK
* hit, by the source's call; · = not tested or not shown.

item	EBI2 antag	CCR6 antag	CXCR6 block	Molecule
1	0	·	0	CC1=C(C(=O)N2CCOCC2)CC(CC(=O)NC(c2ccccc2)c2ccccc2)C(=O)N1Cc1ccc(F)cc1 (configuration not stated)
2	-5	·	1	COc1ccc2c(CN3CCOCC3)cc(=O)oc2c1
3	-23	·	-2	CCOC1=C2CN(S(=O)(=O)c3ccc(C)cc3)[C@H](c3ccc(CC)cc3)C[C@@H]2N(S(=O)(=O)c2ccc(C)cc2)[C@H](c2ccccc2)C1
4	3	·	6	COc1cccc(CN(C)CCCn2cnc3c(SC)ncnc32)c1
5	-13	·	2	O=C(Nc1nnc([C@@H]2C[C@H](O)[C@@H](CO)O2)s1)Nc1cccc(Cl)c1Cl
6	0	·	-8	CC1=C(C(=O)N2CCOCC2)CC(CC(=O)NCc2cccs2)C(=O)N1Cc1ccc(F)cc1 (configuration not stated)
7	2	·	2	CCCC(CNC(C)=O)(C1=CCCCC1)c1ccccc1 (configuration not stated)
8	18	·	6	Cc1ccccc1Cn1c(C)c(C(=O)NCc2cccc(C(F)(F)F)c2)sc1=O
9	21	·	-3	CN(C)c1cccc(NC(=O)c2ccc(-c3ccc(F)c(F)c3)c3ccoc23)c1
10	10	·	8	CC(=O)N1CCc2cc(NC(=O)C3(C)CCN3Cc3ccc(C(C)C)cc3)ccc21 (configuration not stated)
11	-9	·	1	O=C(c1ccc(CS(=O)Cc2ccccc2Cl)o1)N1CCN(c2ccccc2)CC1 (configuration not stated)
12	-14	·	-5	C[C@@H]1CN([C@@H](C)CO)C(=O)CCCn2nncc2CO[C@@H]1CN(C)C(=O)OCc1ccccc1
13	5	·	23	Cc1noc(C)c1S(=O)(=O)N(C)C[C@@H]1OCc2cn(nn2)CCCC(=O)N([C@@H](C)CO)C[C@H]1C
14	-2	·	-10	COc1ccc(OC)c(S(=O)(=O)NC(=O)C2(C)CCN2C(=O)Cc2ccc(Cl)cc2Cl)c1 (configuration not stated)
15	-7	·	-1	O=C(COC(=O)c1cnccn1)NCc1ccccc1Cl
16	-1	·	-5	COc1ccc(C(CNC(=O)CNC(=O)c2cccc(F)c2)N2CCOCC2)cc1 (configuration not stated)
17	-9	·	2	CCOc1ccc(NC(=O)CN(C)C(=O)Cc2ccc3c(c2)OCCO3)cc1OCC
18	2	·	-4	CC(c1nc2ccccc2[nH]1)N(C(=O)Cc1csc2ccccc12)c1cccnc1 (configuration not stated)
19	6	·	-7	Cc1ccc(CN2CCC(C)(Oc3ccc(Cl)cc3)C2)cc1 (configuration not stated)
20	11	·	16	COc1ccc(-c2ccc(C(=O)NCc3ccco3)c3occc23)c(C)c1
21	1	·	-6	Cc1noc(C)c1NC(=O)N(C)C[C@@H]1OCc2cnnn2CCCC(=O)N([C@H](C)CO)C[C@@H]1C
22	-6	·	-10	CC(=O)Nc1cccc(NC(=O)c2ccccc2Cl)c1
23	-5	·	-7	C[C@H](O)[C@@H]1C(=O)N2CCc3c([nH]c4ccccc34)[C@@H]2C[C@@H]1N(C)C(=O)NC1CCCCC1
24	-2	·	5	COc1ccccc1-c1cnc(C(O)c2ccc(C)c(F)c2)[nH]1 (configuration not stated)
25	-3	·	4	Cc1csc(=O)n1CC(=O)OCC(=O)Nc1ccc(F)c(F)c1F
26	15	·	-1	c1ccc(CCNc2ccc3ncc(-c4cccc5ccccc45)n3n2)nc1
27	14	·	-8	COc1ccc(C(=O)Nc2cc(OC)c(NC(=O)Nc3ccccc3)cc2OC)cc1
28	11	·	9	CCOC(=O)[C@]12CCCC=C1N(Cc1ccc3c(c1)OCO3)C(=O)[C@H](CC(=O)NCC1CCCCC1)C2
29	12	·	-1	CCCOc1ccc(C(=O)Nc2ccc(N3CCOCC3)cc2N2CCOCC2)cc1OCC
30	-4	·	3	COc1ccc(C(O)c2ncc(-c3ccc4ccccc4c3)[nH]2)cc1F (configuration not stated)
31	10	·	-10	CSc1ncnc2c1ncn2CCCN1CCN(Cc2cccc3ccccc23)CC1
32	-4	·	4	Cc1c(C(=O)NCc2ccccc2C(F)(F)F)sc(=O)n1Cc1ccccc1C#N
33	31	·	4	O=C(c1ccc(Cl)c(Cl)c1)N1CCC(=O)N([C@H](COCc2ccccc2)Cc2ccccc2)CC1
34	3	12	-3	Cc1cccc(C2NC(=O)c3ccccc3N2)c1 (configuration not stated)
35	7	20	3	COc1ccc2c(c1)OC[C@H]1[C@H]2N2C(=O)CN(Cc3ccccc3)C(=O)[C@@]2(C)[C@H]1c1ccccc1
36	-3	14	-3	Cc1sc2ccccc2c1CNC[C@H]1O[C@@H](n2cnc(C(N)=O)n2)[C@H](O)[C@@H]1O
37	5	11	-1	O=C1CN(C(=O)Cn2ncc(Cl)c(Cl)c2=O)c2ccccc2N1
38	6	2	-6	O=C1C=CC(=O)N1c1ccc2c(c1)Cc1cc(F)ccc1-2
39	-3	2	-5	COc1ccc(CN=C2NC(=O)CC(C(=O)Nc3ccc([N+](=O)[O-])cc3C)S2)cc1 (configuration not stated)
40	4	0	13	CCN(C(=O)COC(=O)c1ccc2[nH]c(C)c(C)c2c1)c1c(N)n(Cc2ccccc2)c(=O)[nH]c1=O
41	0	1	4	CCOc1ccc(NC(=O)N(O)C2(C#N)CCCCC2)cc1
42	43	-6	-7	Cc1cc(Br)ccc1NC(=O)CN(C)C(=O)C1CCN(C(=O)c2ccc(Cl)cc2)CC1
43	-2	11	0	NC(=O)c1ncn([C@@H]2O[C@H](CN=C3NS(=O)(=O)c4ccccc43)[C@@H](O)[C@H]2O)n1
44	-7	3	-5	Cc1ccc(NC(=O)c2ncn(CCCNCCCN(C)C)n2)cc1C
45	6	-1	2	CC1=C(c2ccccc2)C(O)(c2ccccc2)C(C)C1=O (configuration not stated)
46	-3	11	-4	O=C1NC2CCCCC2C(=O)N1OS(=O)(=O)c1ccccc1 (configuration not stated)
47	-16	-17	-21	O=C(O)c1ccc(C(=O)c2cc([N+](=O)[O-])cc([N+](=O)[O-])c2)cc1
48	8	-5	-2	CCSc1nc2nccnc2c(=O)[nH]1
49	-5	7	0	COc1cccc(C=NN2CCCCCC2)c1OC
50	0	-1	0	C=CC[C@H](CC(=O)N[C@H](CO)Cc1ccccc1)C(=O)N[C@H](COC(=O)[C@@H](CC=C)Cc1ccc(F)cc1)Cc1c[nH]c2ccccc12

(next part)
item	EBI2 antag	CCR6 antag	CXCR6 block	Molecule
51	-5	-8	-7	CC(=O)Nc1ccc2c(c1)nc1n2CCN(C2CCCCC2)C1
52	9	-5	3	NC(=S)NN=C1CCCCCCCC1
53	2	13	4	CC1(C)SC2C(C(=O)O)N=C(Cc3ccccc3)N2C1C(=O)O (configuration not stated)
54	6	5	7	Cc1cn(C2CCCCC2)c(=O)[nH]c1=O
55	0	2	-8	NC(N)=Nc1nc2ccc(Cl)cc2c(=O)[nH]1
56	27	30	17	CC(C)N1C(=O)/C(=C\c2nc3ccccc3c(=O)[nH]2)c2ccccc21
57	7	0	-7	ON=C1c2ccccc2-c2ccc(Br)cc21
58	-2	25	18	Cc1sc(NC(=S)NC(=O)CCc2ccccc2)c(C(N)=O)c1C
59	-1	1	-6	CC12CCC(O)CC1=CCC1C2CCC2(C)c3[nH]ncc3CC12 (configuration not stated)
60	-8	-7	6	Cc1ccc(C2=NC(C)(C)NC2=O)cc1
61	7	4	-2	CC(C)NC(=O)CSc1nc2ccccc2n1CC(=O)N(C(C)C)C(C)C
62	14	4	-1	Cc1ccc(-c2cc(C(=O)NC3=NCCS3)c3ccccc3n2)cc1C
63	-1	6	-3	CC(=O)Nc1c(Cl)cc2c(c1Cl)C(=O)c1ccccc1-2
64	9	4	4	CC(=O)C1CCC2C3CC(O)C4=CC(=O)CCC4(C)C3C(=O)CC12C (configuration not stated)
65	3	7	-4	CN1CCC2CC1c1cc(-c3ccc(C(F)(F)F)cc3)ccc12 (configuration not stated)
66	0	6	-5	CCc1nnc(NC(=O)c2cc(S(=O)(=O)N3CCOCC3)ccc2N2CCCCC2)s1
67	3	14	9	CCN(CC)c1ccc(/C=C/c2cc(-c3ccccc3)c3ccccc3n2)cc1
68	-11	12	-3	COC(=O)CSc1nc(SC)nc2c1sc1nc(-c3ccco3)c3c(c12)CC(C)(C)OC3
69	-6	11	1	CCN(CC(=O)Nc1c(F)cccc1F)C(=O)Cc1cccs1
70	-5	3	1	Nc1ccc2c(c1)C(=O)c1ccc(Br)cc1-2
71	-1	-10	1	NS(=O)(=O)c1ccc(NC(=O)N[C@@H](Cc2ccccc2)C(=O)O)cc1
72	19	17	-1	CC(c1ccccc1)N1C(=O)c2ccc(C(=O)NCc3ccco3)cc2C1=O (configuration not stated)
73	5	0	-5	CN1N=C(C(=O)N=c2sc3ccccc3n2C)CCC1=O
74	6	12	3	CCOC(=O)c1ccccc1NC(=O)C1CC(=O)N(C2CCCC2)C1 (configuration not stated)
75	8	16	4	COc1ccc(C(=O)N/N=C/c2sc3ccccc3c2O)cc1
76	-9	5	-2	CN(C(=O)c1cccc(NC(=O)Cc2ccc(NC(=O)C3CCCN(C(=O)C4CC4)C3)cc2)c1)C1CCC1 (configuration not stated)
77	-4	8	8	CCN1/C(=C\c2ccc3cc(C)ccc3[n+]2CC)Sc2cc(C)c(C)cc21
78	-12	-2	-21	O=C(O)c1cc(=S)nc[nH]1
79	9	23	14	Cc1ccc2nc(-c3ccc(NC(=S)NCC(C)(C)CN(C)C)cc3)sc2c1
80	2	14	-2	CC[n+]1ccccc1/C=C/c1ccc(N(C)C)cc1
81	24	9	-6	CN(CCc1ccccc1)C(=O)c1ccc(NC(=O)Cc2ccc(NC(=O)C3CCN(C(=O)CCc4ccccc4)CC3)cc2)cc1
82	-5	1	4	COc1cccc(NC(=O)CN(C)CC(=O)Nc2ccc(C)c(S(=O)(=O)N3CCOCC3)c2)c1
83	10	-14	-2	O=C(c1ccco1)N1CCN(c2ncnc3c2[nH]c2ccc(Br)cc23)CC1
84	6	10	-1	CCCCn1cnc2c(SCc3cccc(F)c3)nc(N)nc21
85	7	-1	7	CN(C(=O)c1cccc(NC(=O)Cc2ccc(NC(=O)C3CCN(C(=O)CCc4ccccc4)CC3)cc2)c1)C1CC1
86	5	0	0	O=C(Cc1cccc(NC(=O)C2CCCN(C(=O)CCc3ccccc3)C2)c1)Nc1cccc(C(=O)N2CCCCC2)c1 (configuration not stated)
87	-2	-1	-1	C=C(CCO)C1=CCN(S(=O)C(C)(C)C)[C@H]1CCO (some centres not stated)
88	8	17	-4	N#CC1(Nc2ccc([N+](=O)[O-])cc2)CCCC1
89	-2	16	12	Cc1cc(C)n(-c2nc(SCCN3CCOCC3)c3c4c(sc3n2)CCCC4)n1
90	0	9	10	Cc1cc(C(=O)c2ccccc2)cc(C)c1O
91	56*	7	21	CN(CCOc1ccc(Cl)cc1)C(=O)c1cccc(S(=O)(=O)N2CCN(c3ccc(F)cc3)CC2)c1
92	6	-4	-4	NC(=O)NC1(C(=O)O)CCCC1
93	2	-3	-1	NC(=O)c1ncn([C@@H]2O[C@H](CNCc3cccn3-c3ccncc3)[C@@H](O)[C@H]2O)n1
94	13	13	2	CCOC(=O)c1sc(NC(=O)CSc2ncccn2)c(C#N)c1C
95	-8	15	28	CCOC(=O)c1c(-c2ccccc2)oc2cc(Br)c(O)c(C=O)c12
96	-12	11	10	C/C(=N\NC(=O)c1ccc(Cl)cc1)c1cccs1
97	12	4	15	CC(C)CCn1cnc2c(c1=O)c1nc3ccccc3nc1n2Cc1ccc2c(c1)OCO2
98	-7	-1	-4	Cn1c(N)nc2nc[nH]c2c1=S
99	0	0	-8	CCCCNC(=O)c1onc(CSc2ccc(C(C)C)cc2)c1C(=O)O
100	-8	22	1	O=[N+]([O-])c1ccc(N/N=C2/CCCCC2c2ccccn2)cc1 (configuration not stated)

The list goes on; the last 4 above are carried over.
item	EBI2 antag	CCR6 antag	CXCR6 block	Molecule
97	12	4	15	CC(C)CCn1cnc2c(c1=O)c1nc3ccccc3nc1n2Cc1ccc2c(c1)OCO2
98	-7	-1	-4	Cn1c(N)nc2nc[nH]c2c1=S
99	0	0	-8	CCCCNC(=O)c1onc(CSc2ccc(C(C)C)cc2)c1C(=O)O
100	-8	22	1	O=[N+]([O-])c1ccc(N/N=C2/CCCCC2c2ccccn2)cc1 (configuration not stated)
101	2	-11	-2	O=C(CC(=O)OCc1ccccc1)OCc1ccccc1
102	8	4	-9	CCOC(=O)CSC1=C(C#N)C(c2sccc2C)CC(=O)N1 (configuration not stated)
103	-5	8	1	O=C(Cc1ccc(NC(=O)C2CCN(C(=O)C3CC3)CC2)cc1)Nc1cccc(C(=O)N2CCCC2)c1
104	1	12	-2	C=C(C)CN=CC1(C)CCC(C)=CO1 (configuration not stated)
105	6	16	4	N#CCCN(C(=O)COC(=O)c1cccc(S(=O)(=O)N2CCCCCC2)c1)c1ccc(F)cc1
106	-2	1	-1	CCCCn1c(N)c(N(CC(C)C)C(=O)CN2C(=O)NC3(CCC(C(C)(C)CC)CC3)C2=O)c(=O)[nH]c1=O (configuration not stated)
107	1	-15	1	CC(C)NC(=O)c1ccc(C(C)C)cc1
108	-7	-3	0	O=C1c2ccccc2C(=O)N1CCCn1c2ccc(Cl)cc2c2nc3ccccc3nc21

Among those listed so far, these contain a COOH group.
item	EBI2 antag	CCR6 antag	CXCR6 block	Molecule
47	-16	-17	-21	O=C(O)c1ccc(C(=O)c2cc([N+](=O)[O-])cc([N+](=O)[O-])c2)cc1
53	2	13	4	CC1(C)SC2C(C(=O)O)N=C(Cc3ccccc3)N2C1C(=O)O (configuration not stated)
71	-1	-10	1	NS(=O)(=O)c1ccc(NC(=O)N[C@@H](Cc2ccccc2)C(=O)O)cc1
78	-12	-2	-21	O=C(O)c1cc(=S)nc[nH]1
92	6	-4	-4	NC(=O)NC1(C(=O)O)CCCC1
99	0	0	-8	CCCCNC(=O)c1onc(CSc2ccc(C(C)C)cc2)c1C(=O)O

A portion of the library, so the mix of outcomes need not match the whole.
